Lipid droplet: modulators of hepatic lipid droplet formation; AML12 mouse hepatocytes, oleate lipid droplets, BODIPY imaging; inhibition, % at 6.5 µM; 240,000 compounds, 0.4% hits;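 active = lipid droplet intensity inhibited by at least 50%, with more than 500 cells counted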
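Material – AML12 mouse liver cells · Also added – oleate loading, 100 µM · Compound dosing – 6.5 µM single-point dosing · Times – overnight treatment with compound plus oleate · Measured by – fluorescence imaging, 20x objective, two fields per well · Read-out – percent inhibition of filter-corrected integrated lipid droplet intensity per well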
MT stabilize HCS: stabilizes microtubules in HeLa cells | HeLa tubulin immunostaining HCS, 24 h; share of cells brighter than vehicle mean+2SD | % tubulin-high responders, % at 10 µM | 200,000 compounds, 0.83% hits;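 active = plate Z-score above 3 for both tubulin-high and condensed-nucleus cell shares, with cell loss under 80%, at 10 µM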;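 also: anti alpha tubulin signal scored within the nucleus-defined area of each cell; some results filed as inactive read as strong as hits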
Ins promoter up: MIN6 insulin promoter up-regulation | MIN6 insulin promoter-GFP reporter, high-content imaging; active compounds read high | z-score at 5 µM | 190,000 compounds, 0.3% hits | AID 1625;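 active = z-score above 3 at 5 µM with at least 500 cells counted in the well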
Dynein cargo inh: dynein cargo transport inhibition. AID 1381. 3617.4 mouse cells, GR-EGFP nuclear translocation imaging; test concentration mostly 20 µM; stimulated with dexamethasone, 1 µM; active compounds read low. 220,000 compounds, 0.47% hits. z-score, hits read low;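 active = plate z-score of nuclear minus cytoplasmic receptor signal below a set negative limit, without overly bright fluorescence or cell loss, cut at about -3.5 in these data, passing the limit was not always enough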;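 also: z-score of nuclear minus cytoplasmic ring GR-EGFP intensity difference per well; some compounds called inactive have numbers as strong as hits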
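Buffer or medium: tet-free, stripped-serum medium; Also added: dexamethasone, 1.0 µM final; Technique: high-content fluorescence imaging after fixation; Times: 48 h induction, 1 h compound, 30 min dex at 37 °C; Read-out: per-cell GR-EGFP intensity, nucleus versus surrounding cytoplasmic ring, well-averaged.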
bCat nuc transl: beta-catenin nuclear translocation modulation; HeLa beta-catenin nuclear translocation, immunofluorescence imaging; nuclear translocation activity, % at 5 µM; 190,000 compounds, 0.3% hits; AID 1665;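 active = nuclear translocation activity above 50% at 5 µM, with a well cell count of 50 or more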;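 also: per-cell ratio of nuclear to cytoplasmic median beta-catenin stain intensity; plate controls were DMSO negative control for no effect and GSK-3 inhibitor IX positive control for full effect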
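Test system: HeLa cells, endogenous beta-catenin; Compound: single 5 µM dose plus 0.02–20 µM confirmation series; Times: compound exposure 24 h at 37°C; Signal: fluorescence imaging of beta-catenin antibody stain plus DAPI; Read-out: % activation, nuclear-to-cytoplasmic median beta-catenin signal ratio per cell.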
CSM14.1 death rescue: rescue of cells from ER stress-induced death, primary screen, 384-well, CSM14.1, thapsigargin, ATP luminescence (AID 1222) | cellular ATP content (survival), % at 20 µM; hits with a dose series show EC50 in µM | 190,000 tested, under 10 active | CSM14.1 thapsigargin-induced death rescue, ATP luminescence; higher % means a stronger effect;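 active = EC50 below 50 µM in the dose-response confirmation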;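 also: death triggered by thapsigargin at about 15 µM added after 2 h compound pretreatment; cell ATP read after overnight thapsigargin exposure of roughly 18 to 22 hours; normalized against plate controls of thapsigargin alone and 5% DMSO vehicle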
Autophagy HCS: alters autophagy in cells. MEF GFP-LC3 puncta imaging; test concentration mostly 10 µM. calls only at 10 µM (by protocol). 190,000 compounds, 0.98% hits;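 active = percentage of spot-positive cells more than 3 SD above its plate mean, without a fluorescence outlier flag or 80% toxicity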;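 also: spot-positive cell cutoff set from DMSO-treated cells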
XIAP displacement: XIAP antagonists, biochemical, IAP family, fluorescence polarization (AID 1018) | XIAP BIR domain, fluorescence polarization peptide displacement; higher % means a stronger effect | one-dose displacement, % at 20 µM; IC50 in µM for titrated hits | 200,000 compounds, 0.007% hits; in the data active = displacement above about 50%; also: a part of the inactive calls stands beside numbers as strong as those of hits
WT yeast gro inh: growth inhibition of WT yeast, mitochondrial fusion screen | inhibition, % at 10 µM | 190,000 compounds, 2.1% hits | mitochondrial fusion phenotypic screen, WT strain; in the data active = inhibition above about 58%; tested in S. cerevisiae
WT yeast gro inh mutant strain: also measured in WT yeast gro inh; calls as there; inhibition, %; mitochondrial fusion phenotypic screen, mutant strain inhibition
Dynein cargo inh cytoplasmic EGFP: further read-out of Dynein cargo inh, marked with its call; z-score; measured here: cytoplasmic GR-EGFP intensity; active compounds read high
Dynein cargo inh nuclear GR-EGFP: second read-out of Dynein cargo inh, no call of its own (marks repeat the call); z-score; measured here: nuclear GR-EGFP intensity;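 lower value marks the stronger effect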
Dynein cargo inh cell count: second read-out of Dynein cargo inh, no call of its own (marks repeat the call); z-score; measured here: cell count per field
Ins promoter up cell count: second read-out of Ins promoter up, no call of its own (marks repeat the call); cell count; measured here: cytotoxicity, nuclei count;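 total cells summed across four imaged fields per well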
Lipid droplet cells 6.5 µM: second read-out of Lipid droplet, no call of its own (marks repeat the call); cell count; measured here: cell count, cytotoxicity flag;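 cells counted across two imaged fields per well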
bCat nuc transl cell count 5 µM: also measured in bCat nuc transl; calls as there; cell count; measured here: cell count, cytotoxicity flag
MT stabilize HCS Hoechst-high %: second read-out of MT stabilize HCS, no call of its own (marks repeat the call); % Hoechst-high responders; measured here: nuclear condensation Hoechst responders;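 share of cells brighter than vehicle mean plus two SD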
MT stabilize HCS cytotoxicity %: second read-out of MT stabilize HCS, no call of its own (marks repeat the call); toxicity, %; measured here: cytotoxicity by cell density;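 0% = mean cell density of plate MIN control wells and 100% = no cells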
Autophagy HCS cell loss 18 h: also measured in Autophagy HCS; calls as there; toxicity, %; measured here: cell loss, nuclei count;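 cell loss after 18 h compound exposure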
Starred values were filed as active, the others as inactive; i = inactive; . = not tested or not shown.

SMILES | Lipid droplet | Lipid droplet cells 6.5 µM | MT stabilize HCS | MT stabilize HCS Hoechst-high % | MT stabilize HCS cytotoxicity % | Ins promoter up | Ins promoter up cell count | Dynein cargo inh | Dynein cargo inh cytoplasmic EGFP | Dynein cargo inh nuclear GR-EGFP | Dynein cargo inh cell count | bCat nuc transl | bCat nuc transl cell count 5 µM | CSM14.1 death rescue | Autophagy HCS | Autophagy HCS cell loss 18 h | XIAP displacement | WT yeast gro inh | WT yeast gro inh mutant strain
CC(=O)N1CCc2ccc(S(=O)(=O)N3CC(C)OC(C)C3)cc21 (stereo not drawn) | 8 | 650 | 4.4 | 0.7 | 15 | . | . | 3.1 | 0.076 | 2.5 | -1.7 | -1.4 | 923 | -2.9% | i | -10 | -10% | 3 | -9
O=c1c2c(n3nnnc3n1Cc1ccccc1)-c1ccccc1CC21CCCC1 | . | . | 4.5 | 2.5 | 5.8 | 0.63 | 1245 | -0.078 | -0.2 | -0.21 | -0.44 | -0.9 | 907 | . | i | -22 | -2.7% | 34 | 3
Cc1ccc(CSCCNC(=O)CSc2ccccc2)cc1 | -8 | 632 | 4.9 | 3.1 | 5.1 | -0.04 | 1244 | -0.81 | -0.012 | -0.68 | 0.54 | 0.0 | 527 | -0.4% | i | -3 | -2.2% | -6 | 7
CCc1nnc(NS(=O)(=O)c2ccc(N3C(=O)c4ccc(C(=O)O)cc4C3=O)cc2)s1 | -9 | 663 | 1.7 | 1.7 | 8.1 | -0.5 | 1678 | 0.68 | -0.08 | 0.89 | -0.69 | -1.0 | 1071 | 0.1% | i | -33 | -7.5% | -8 | -3
COc1cc(/C=N/NC(=O)c2cccs2)ccc1OCc1ccccc1 | . | . | 3.0 | 1.8 | 7.7 | 1.9 | 1516 | -0.39 | -0.21 | -0.76 | -0.34 | 0.2 | 1414 | -0.4% | i | -2 | -2.9% | 1 | 9
COC(=O)C1=NN(c2cccc3ccccc23)C2C(=O)N(c3ccccc3OC)C(=O)C12 (stereo not drawn) | 2 | 709 | . | . | . | -0.17 | 1436 | 1.3 | -0.18 | 0.41 | -0.71 | -3.8 | 1193 | . | . | . | . | . | .
CN(C)S(=O)(=O)c1ccc(Cl)c(NC(=O)COC(=O)CN2C(=O)C3CCCCC3C2=O)c1 (stereo not drawn) | 2 | 731 | 2.0 | 0.6 | 4.9 | -0.18 | 1236 | -0.21 | -0.35 | -0.6 | 0.8 | -1.7 | 1081 | 0.6% | i | -14 | -4.2% | -18 | -13
Cc1ccc(C)c(NC(=S)N2CCCCC2CO)c1 (stereo not drawn) | 4 | 713 | 1.8 | 1.0 | 5.7 | 1.7 | 1333 | -0.065 | -0.21 | -0.15 | 1 | -1.0 | 1061 | -1.7% | i | -9 | -4.5% | -4 | -14
CN(C)/C=C(/C(=O)c1ccc(Cl)cc1Cl)S(=O)(=O)c1ccccc1 | . | . | 2.5 | 1.1 | 4.7 | 0.28 | 1507 | -0.042 | -0.1 | -0.18 | 0.51 | 0.6 | 1368 | -0.9% | i | -2 | -5.0% | -3 | 4
CC(C)Oc1ccc(C(=O)Nc2ccc(N3CCCCC3)cc2)cc1 | -22 | 610 | 3.8 | 3.0 | 4.0 | -0.42 | 1457 | -0.53 | -0.11 | -0.67 | 0.63 | -1.6 | 535 | 0.0% | i | 6 | 2.3% | -6 | -12
CC(=O)c1cccc(NC(=O)C2CCCCC2)c1 | . | . | 2.2 | 2.5 | 5.1 | 1.2 | 1241 | -0.46 | -0.23 | -0.066 | 1 | -4.0 | 793 | 1.3% | i | -8 | -2.3% | 20 | 17
CC(=O)Nc1c(O)nc(SCC(=O)Nc2sc3c(c2C#N)CCCCCC3)[nH]c1=O | 9 | 786 | 1.6 | 0.9 | 10 | . | . | 0.071 | 0.98 | 0.059 | 0.11 | -10 | 1138 | -1.7% | i | 1 | -7.7% | 21 | 13
CCN(CC(=O)Nc1ccc2c(c1)OCCO2)Cc1cc(=O)oc2cc(C)c(C)cc12 | -32 | 627 | 2.6 | 2.0 | 22 | 0.22 | 1951 | -1.3 | -0.19 | -0.53 | -0.3 | -1.2 | 1033 | -3.4% | i | -8 | -8.6% | 6 | -4
Clc1ccc(CSc2ncn[nH]2)cc1 | . | . | 1.7 | 1.4 | 9.0 | -0.08 | 914 | -0.19 | -0.19 | 0.14 | 0.23 | -2.9 | 886 | -3.1% | i | -3 | -2.0% | -10 | 2
O=C(NCc1ccccc1)C1=C[C@H](c2csc3ccccc23)C[C@H](OCCCCO)O1 | -1 | 735 | 0.7 | 0.5 | 3.5 | . | . | 1.7 | 0.2 | 1.6 | -1.4 | 3.9 | 970 | 0.4% | i | 21 | -5.6% | 9 | -1
O=C(O)c1cc(-c2cccnc2)nn1-c1ccccn1 | . | . | 3.9 | 1.7 | 0.8 | 0.34 | 1579 | 1.1 | -0.098 | 1 | -0.66 | -6.5 | 931 | -3.4% | i | -4 | 1.1% | 9 | 15
O=C(Nc1ccc(F)cc1F)c1ccc(COc2c(F)c(F)cc(F)c2F)o1 | 0 | 773 | 3.2 | 2.1 | 6.4 | -1.2 | 1326 | -0.46 | -0.025 | -0.8 | 0.84 | 6.0 | 1144 | 0.1% | i | 2 | -4.5% | 12 | 2
CCOC(=O)c1nnn2c1nc(N(CC)CC)c1ccccc12 | 5 | 760 | . | . | . | -0.21 | 1603 | -0.41 | -0.26 | -0.23 | 0.66 | -0.7 | 1058 | . | . | . | . | . | .
CCCc1ccc(Oc2cn[nH]c2-c2ccc(O)cc2O)cc1 | . | . | 2.6 | 1.6 | 3.4 | -0.35 | 1060 | -0.8 | -0.24 | -0.41 | -0.092 | -1.1 | 924 | 1.6% | i | -9 | -0.6% | 95 | 95
CCCc1nc2ccc(NC(=O)c3cccs3)cc2c(=O)n1Cc1ccc(Cl)cc1 | -8 | 420 | 2.6 | 1.4 | 17 | -1.7 | 888 | 0.2 | -0.26 | 0.16 | 0.49 | -0.3 | 1144 | -2.1% | i | -12 | -6.2% | -1 | 15
Cc1cc2ncn(CCC(=O)NC(C)(C)C)c2cc1C | 10 | 565 | 2.5 | 2.2 | 1.2 | 0.77 | 1682 | -0.45 | 0.2 | -0.23 | 0.41 | -1.2 | 1491 | 3.3% | i | 2 | -4.0% | -6 | 1
CC(=O)Oc1ccc(C)cc1-n1nc2ccccc2n1 | . | . | 2.2 | 1.8 | 9.0 | 0.22 | 1432 | -0.62 | -0.2 | -1 | 0.87 | -2.1 | 1401 | -1.7% | i | 4 | -2.4% | -12 | -2
Cc1ccc(NCN2C(=O)c3ccccc3C2=O)c(C)c1 | . | . | 1.6 | 1.1 | 1.2 | 0.58 | 1343 | -0.31 | -0.2 | -0.26 | 0.62 | 1.3 | 1346 | 2.1% | i | 3 | -6.0% | -1 | 12
N#CC1=C(N)NC(SCc2ccccc2)=C(C#N)C12CCCC2 | 5 | 721 | 17 | 17 | 34 | -0.31 | 1310 | 1.4 | 0.07 | 2.4 | -1.9 | 5.9 | 580 | -1.9% | i | 9 | -2.1% | 12 | 2
COc1ccc(C=O)cc1OS(=O)(=O)c1ccccc1[N+](=O)[O-] | 4 | 722 | 3.0 | 2.5 | 4.9 | -0.73 | 1259 | 0.23 | -0.2 | 0.2 | -1.4 | . | . | -2.3% | i | 5 | -3.6% | 0 | 5
COc1ccccc1C(=O)N1CCc2ccccc21 | . | . | 2.5 | 1.3 | 10 | 0.67 | 1261 | -0.66 | -0.2 | -0.16 | 0.31 | -2.2 | 971 | 2.1% | i | 1 | 2.1% | -2 | -12
COc1cc(-c2nnc(SCc3cc(=O)oc4cc(C)ccc34)o2)cc(OC)c1OC | . | . | 2.6 | 2.1 | 11 | -2.2 | 1034 | 2.3 | -0.22 | 1.3 | -0.77 | -1.7 | 1027 | 5.8% | i | 17 | -7.3% | 7 | 6
COc1ccc(C2C(C(=O)N3CCOCC3)CCC(=O)N2c2ccc(OC)cc2)cc1 (stereo not drawn) | . | . | 3.2 | 1.8 | 4.8 | 3.7* | 1531* | -0.63 | -0.12 | -0.0054 | -0.28 | -0.5 | 1331 | -2.8% | i | -15 | -7.7% | -9 | 10
O=C(CSc1nc2c(sc3ccccc32)c(=O)n1Cc1ccccc1)NCC1CCCO1 (stereo not drawn) | 15 | 813 | 1.6 | 1.3 | 6.9 | -0.14 | 799 | 2.4 | 0.12 | 1.1 | -0.68 | . | . | -0.3% | i | -1 | -4.9% | 2 | 15
COc1ccc(NC(=S)Nc2cc(S(=O)(=O)N3CCCCC3)ccc2OC)cc1 | -20 | 609 | 2.3 | 1.6 | 6.7 | -0.05 | 1264 | 0.31 | -0.18 | 0.93 | -1.3 | 0.3 | 978 | 0.6% | i | -2 | -3.4% | 4 | 14

3 of the entries above in order of their number in Dynein cargo inh cell count, smallest number first.
smiles	MT stabilize HCS Hoechst-high %	Dynein cargo inh	Dynein cargo inh cytoplasmic EGFP	Dynein cargo inh nuclear GR-EGFP	Dynein cargo inh cell count	XIAP displacement	WT yeast gro inh mutant strain
COc1ccc(C=O)cc1OS(=O)(=O)c1ccccc1[N+](=O)[O-]	2.5	0.23	-0.2	0.2	-1.4	-3.6%	5
CCc1nnc(NS(=O)(=O)c2ccc(N3C(=O)c4ccc(C(=O)O)cc4C3=O)cc2)s1	1.7	0.68	-0.08	0.89	-0.69	-7.5%	-3
O=c1c2c(n3nnnc3n1Cc1ccccc1)-c1ccccc1CC21CCCC1	2.5	-0.078	-0.2	-0.21	-0.44	-2.7%	3

Bioassay records from PubChem BioAssay.
